# DT40 TDP1 no CPT = qHTS for Inhibitors of human tyrosyl-DNA phosphodiesterase 1 (TDP1): qHTS in cells in absence of CPT; 15% of 420,000 active; DT40 Tdp1-/- hTDP1 cells, no CPT, ATP luminescence, 48 h; AID 686978, 2013; Potency, µM (doses to about 46.2 µM), for the others: at the top dose activity change, negative = growth inhibition, hits mostly inhibitors; further: nearly all actives have a fitted effect of over 55% in size
#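 Chicken DT40 Tdp1-/- cells complemented with human TDP1, screened without camptothecin (DMSO vehicle only), 400 cells/well. Compounds pin-transferred, cells incubated at 37 °C for at least 48 hr. Growth read as ATP-dependent luminescence (CellTiter-Glo, 30 min at RT).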
# KAT2A inh = qHTS Assay for Inhibitors of GCN5L2. Histone acetyltransferase KAT2A (Homo sapiens), Q92830. GCN5L2 HAT assay, ThioGlo1 CoA-SH fluorescence. Potency, µM (series often up to 58.9 µM), for inactives: at the top dose activity change, negative = inhibition, hits mostly inhibitors. 0.21% of 390,000 active. AID 504327, 2011
# Target sequence (Q92830 whole entry, looked up): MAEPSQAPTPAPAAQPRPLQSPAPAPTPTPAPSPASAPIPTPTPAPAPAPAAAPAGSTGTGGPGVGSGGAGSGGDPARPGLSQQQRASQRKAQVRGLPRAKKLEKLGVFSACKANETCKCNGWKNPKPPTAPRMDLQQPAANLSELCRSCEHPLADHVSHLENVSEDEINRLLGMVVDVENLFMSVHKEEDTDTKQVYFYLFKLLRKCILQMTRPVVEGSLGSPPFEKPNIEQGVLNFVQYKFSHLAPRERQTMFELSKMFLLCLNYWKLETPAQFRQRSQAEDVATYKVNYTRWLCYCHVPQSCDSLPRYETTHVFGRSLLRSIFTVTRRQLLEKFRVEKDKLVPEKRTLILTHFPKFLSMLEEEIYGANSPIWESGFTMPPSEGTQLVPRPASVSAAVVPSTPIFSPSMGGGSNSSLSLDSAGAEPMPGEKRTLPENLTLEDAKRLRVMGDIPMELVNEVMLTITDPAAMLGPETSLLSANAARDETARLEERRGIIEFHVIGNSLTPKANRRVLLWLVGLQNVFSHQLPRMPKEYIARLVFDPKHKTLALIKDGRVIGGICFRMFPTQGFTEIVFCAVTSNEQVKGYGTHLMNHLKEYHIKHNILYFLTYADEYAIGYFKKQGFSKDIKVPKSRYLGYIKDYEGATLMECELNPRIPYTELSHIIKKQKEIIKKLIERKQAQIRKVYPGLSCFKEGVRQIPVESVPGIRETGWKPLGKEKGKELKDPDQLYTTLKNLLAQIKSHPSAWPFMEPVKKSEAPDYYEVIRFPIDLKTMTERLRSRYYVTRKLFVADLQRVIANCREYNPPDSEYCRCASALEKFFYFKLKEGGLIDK
#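 Free CoA generated was detected with ThioGlo1 (50uM) fluorescence at Ex340nm/Em540nm, read immediately and after 20 min at room temperature. Enzyme, 20 nM in HEPES pH 7.5 buffer, saw compounds 15 min before adding 75uM H3(1-25) peptide and 70uM acetyl-CoA.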
# TDP1 inh = qHTS Assay for Inhibitors of Tyrosyl-DNA Phosphodiesterase (TDP1). AID 485290, 2010. Tyrosyl-DNA phosphodiesterase 1 (Homo sapiens), Q9NUW8. 0.28% of 350,000 active. recombinant TDP1, AlphaScreen DNA substrate cleavage. Potency, µM (titrated, usually from 130 µM), inactives show at the top dose activity change, negative = inhibition, most hits filed as inhibitors; further: nearly all actives have a fitted effect of over 40% in size
#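 Compounds were preincubated with Tdp1 (1 nM final) for 15 min at room temperature before substrate (15 nM final) started a 5 min reaction; beads (10 ug/ml final) were then added for 10 min before AlphaScreen detection.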
# The depositor's hits bear a star; ? = inconclusive; nt = no result given; & = joins results of further samples; [ ] = dose if it differs, or a comment. The call rests on the fitted dose curve; in most records, active means well fitted curve in the direction sought with a large enough effect; inconclusive means small, poorly fitted or top-dose-only effect, or another doubt; inactive means no such curve, though single readings can be large; an effect the other way counts as inactive or inconclusive. On the % scale 0 is the no-effect control and ±100 the full control effect; potency means the concentration at half of the fitted maximal effect.
cpd	molecule	DT40 TDP1 no CPT	KAT2A inh	TDP1 inh
1	Cc1c(C(=O)O)cc(-c2ccccc2)n1Cc1ccccc1	-3%	-3%	nt
2	Cc1ccc(-c2cc(-c3ccc(C)cc3)[n+](-c3ccc(C(=O)O)cc3)c(-c3ccc(C)cc3)c2)cc1	-22%	-2%	4%
3	COc1ccccc1OCC(=O)Nc1ccc(Cl)cc1C(=O)c1ccccc1	-25%	-6%	-2%
4	O=P1(N(CCCl)CCCl)NCCCO1 (stereo not given)	3%&6%&-2%	-4%&-3%&12%	-5%[56.1 µM]
5	CCOc1ccc(CN(CCc2ccc3c(c2)OCO3)Cc2ccc(CC)cc2)cc1	?	-9%	-10%[12.3 µM]
6	C[C@]12C[C@H](O)[C@@H](O)CC1=CCC1C2CC[C@@]2(C)C1CC[C@@H]2O (stereo not given in full)	-6%	-3%	-1%
7	O=C(NCc1ccccc1)C(=O)NCC1OCCN1S(=O)(=O)c1ccc([N+](=O)[O-])cc1 (stereo not given)	?	-5%	5%
8	CC(C)C(Br)C(=O)NC(N)=O (stereo not given)	2%	-15%	-6%

# Overlap with the part before: three compounds, followed by the next part.
cpd	molecule	DT40 TDP1 no CPT	KAT2A inh	TDP1 inh
6	C[C@]12C[C@H](O)[C@@H](O)CC1=CCC1C2CC[C@@]2(C)C1CC[C@@H]2O (stereo not given in full)	-6%	-3%	-1%
7	O=C(NCc1ccccc1)C(=O)NCC1OCCN1S(=O)(=O)c1ccc([N+](=O)[O-])cc1 (stereo not given)	?	-5%	5%
8	CC(C)C(Br)C(=O)NC(N)=O (stereo not given)	2%	-15%	-6%
9	Cc1ccccc1Cn1cccc(C(=O)Nc2nc3ccccc3s2)c1=O	16µM*	-14%	-2%
10	Cn1c(O)c(C=Nc2ccc3c(c2)CCC3)c(=O)n(C)c1=O	-14%	-2%	-1%
11	O=C(N/N=C\C1C(=O)NC(=S)N(c2ccccc2)C1=O)c1ccc(O)cc1 (stereo not given)	9%	-13%	8%
12	O=c1[nH]c(=S)[nH]c(O)c1CN1CCCCC1	5%	-1%	3%
13	COCCO[C@H]1CC[C@@]2(C)C(=CCC3C2CC[C@@]2(C)C3CC[C@]2(C)O)C1 (stereo not given in full)	12µM*	-2%	1%
14	C[C@H]1CO1	nt	9%	4%
15	CC(=O)CC(c1ccc(O)cc1)c1c(O)c2ccccc2oc1=O (stereo not given)	nt	35%[activator]	4%
16	c1csc(CN2CCC3(CCNCC3)CC2)n1	10%	-1%	nt

# An excerpt of these results, with values under each structure.
# Results follow in this order: DT40 TDP1 no CPT, KAT2A inh, TDP1 inh
11) O=C(N/N=C\C1C(=O)NC(=S)N(c2ccccc2)C1=O)c1ccc(O)cc1 (stereo not given)
    9%, -13%, 8%
16) c1csc(CN2CCC3(CCNCC3)CC2)n1
    10%, -1%, nt
12) O=c1[nH]c(=S)[nH]c(O)c1CN1CCCCC1
    5%, -1%, 3%
9) Cc1ccccc1Cn1cccc(C(=O)Nc2nc3ccccc3s2)c1=O
    16µM*, -14%, -2%

# (continued)
cpd	molecule	DT40 TDP1 no CPT	KAT2A inh	TDP1 inh
17	CC(C)C[C@H]1C(=O)N2CCCC2[C@]2(O)O[C@](NC(=O)[C@@H]3C=C4c5cccc6[nH]cc(c56)CC4N(C)C3)(C(C)C)C(=O)N12 (stereo not given in full)	16µM*	-6%	16%
18	Clc1ccc(OCC#CCN2CCCCCC2)cc1	?	0%	3%
19	O=C(Cc1ccccc1)Oc1ccccc1N1C(=O)CCC1=O	-7%	-4%	4%
20	C=CCC1(Nc2ccccc2)CC(C)N(C)CC1C (stereo not given)	-2%	0%	nt
21	Cc1ccc(S(=O)(=O)NC(CC(=O)N2CCC3(CC2)OCCO3)c2ccco2)cc1 (stereo not given)	-17%	2%	-6%
22	COc1ccc2cc1Oc1ccc(cc1)C[C@H]1c3cc(c(OC)cc3CCN1C)Oc1c(OC)c(OC)cc3c1[C@@H](C2)N(C)CC3	23µM*	-2%	4%
23	FC(F)(F)c1ccc(CSc2ccccn2)cc1	-26%	1%	-3%
24	O=C(CCc1nc(C2=CCN(Cc3cccc(Cl)c3)CC2)no1)Nc1ccccc1F	12µM*	-9%	5%

# More compounds:
cpd	molecule	DT40 TDP1 no CPT	KAT2A inh	TDP1 inh
25	CCN1CCN(c2cc(N3CCCC3)c([N+](=O)[O-])cc2F)CC1	29µM*	-3%	0%
26	O=C(CCn1nc(-c2ccc(Cl)cc2)ccc1=O)N1CCC2(CC1)OCCO2	-9%	-2%	0%
27	c1ccc(C2CC3CC4(CCCC4)N2O3)cc1 (stereo not given)	-6%	-1%	1%
28	Cc1ccccc1OP(N)(=O)Oc1ccccc1C	-11%	-3%	8%
29	C=C(Cl)CSC(=S)N(CC)CC	3.3µM*	?	-16%&-3%
30	O=C(NCc1ccc2c(c1)CCN2C(=O)c1ccccc1)Nc1cccc(C(F)(F)F)c1	?	-24%	8%
31	Cc1ncc(CN2CCCC(C(=O)c3ccc(C(C)(C)C)cc3)C2)s1 (stereo not given)	12µM*	-13%	7%
32	CCOc1ccc(S(=O)(=O)N(CC(=O)NCCc2ccc(OC)c(OC)c2)c2ccccc2)cc1	?	-8%	nt

# (cont.)
cpd	molecule	DT40 TDP1 no CPT	KAT2A inh	TDP1 inh
33	COc1ccc2c(c1O)-c1cc(O)cc3c1[C@@H](C2)N(C)CC3	-11%	-17%	9%
34	CN(C)C(=O)Oc1cccc(OCc2n(C)c3ccccc3[n+]2C)c1	1%	5%	2%
35	C/C(=N\OC(=O)NC(C)C)c1sc(-c2ccccc2)nc1C	?	42%[activator]	1%
36	CCN(CC)C(=O)c1ccc(NC(=S)NC(=O)CCc2ccccc2)cc1	?	-11%	3%[56.1 µM]
37	COCCCNC(=O)Cn1cc(/C=C2\C(=O)NC(=O)N(c3ccccc3F)C2=O)c2ccccc21	?	4%	nt
38	CC(C)(C)c1cc([N+](=O)[O-])cc(C(C)(C)C)c1O	5.2µM*	3%	3%
39	c1ccc2oc(N3CCNCC3)nc2c1	-3%	-1%	2%
40	N/C(=N\[N+](=O)[O-])N1CCN(C(=O)Oc2ccccc2)CC1	3%	?	nt

# (next part)
cpd	molecule	DT40 TDP1 no CPT	KAT2A inh	TDP1 inh
41	CN(C)S(=O)(=O)c1cc(C(=O)N2CCC(C(=O)O)(c3ccccc3)CC2)ccc1Cl	-3%	-13%	6%
42	CC(=O)c1cccc(NC(=O)c2cccn(Cc3cccc(C)c3)c2=O)c1	21µM*	-2%	-5%
43	OC(c1ccccc1)(c1ccc(Cl)cc1)C1CN2CCC1CC2 (stereo not given)	18µM*	-4%	6%
44	Cc1oc(-c2ccccc2)nc1CN1C(=O)C(C)N=C(c2ccccc2F)c2cc(Cl)ccc21 (stereo not given)	?	-2%	8%
45	CC[C@H](CO)NC(=O)[C@H]1C=C2c3cccc4[nH]cc(c34)C[C@@H]2N(C)C1	nt	-6%[21.4 µM]	4%[56.1 µM]
46	O=C1NC(=O)C(=Cc2cc([N+](=O)[O-])ccc2N2CCCCC2)C(=O)N1	3%	-2%	1%
47	c1cc2c(cc1[C@H]1OCC3C1CO[C@@H]3c1ccc3c(c1)OCO3)OCO2 (stereo not given in full)	?	-12%	0%
48	CC(=O)[C@@]1(O)CC[C@H]2[C@@H]3C[C@H](C)C4=CC(=O)CC[C@]4(C)[C@H]3CC[C@@]21C	29µM*	-6%&-7%	6%&7%

# Complete entries, quoted from the list.
# `O=C1NC(=O)C(=Cc2cc([N+](=O)[O-])ccc2N2CCCCC2)C(=O)N1` is listed as DT40 TDP1 no CPT = 3%; KAT2A inh = -2%; TDP1 inh = 1%
# `c1cc2c(cc1[C@H]1OCC3C1CO[C@@H]3c1ccc3c(c1)OCO3)OCO2` (stereo not given in full) is listed as DT40 TDP1 no CPT = ?; KAT2A inh = -12%; TDP1 inh = 0%

# (more compounds)
cpd	molecule	DT40 TDP1 no CPT	KAT2A inh	TDP1 inh
49	OC(C#CCN1CCOCC1)(c1ccccc1)C1CCCC1 (stereo not given)	-29%	-4%	-8%
50	CNC(=O)OCCc1nccn1C	-6%	1%	6%
51	O=C(C1CC(=O)N(C2CCCCC2)C1)N1CCC2(CC1)OCCO2 (stereo not given)	-20%	-5%	6%
52	COc1ccc(C(=O)C2CN(C)CC2c2ccc(Cl)cc2)cc1 (stereo not given)	?	-1%	0%
53	C=CC[N+]1(C)CC[C@]23c4c5ccc(O)c4O[C@H]2C(=O)CC[C@@]3(O)[C@H]1C5 (stereo not given in full)	0%	-28%	nt

# These rows are one share of the data; rates above refer to the full screens.
